TRPML3 ag: human TRPML3 channel agonists, primary screen, cell-based, HEK293 TRPML3-YFP, Fluo-8 calcium fluorescence, 3 µM; activation, % at 3 µM; 100% = the carbachol control signal; Mucolipin-3 (Homo sapiens), Q8TDD5; hit rate 0.29% among 220,000; AID 1448, 2008;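 active = activation above its plate's cutoff, the mean activation of the plate's test wells plus 3 SD, cut at about 12% in these data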;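 note: 0% = DMSO only wells and 100% = carbachol wells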
Target sequence (Q8TDD5 whole entry, looked up): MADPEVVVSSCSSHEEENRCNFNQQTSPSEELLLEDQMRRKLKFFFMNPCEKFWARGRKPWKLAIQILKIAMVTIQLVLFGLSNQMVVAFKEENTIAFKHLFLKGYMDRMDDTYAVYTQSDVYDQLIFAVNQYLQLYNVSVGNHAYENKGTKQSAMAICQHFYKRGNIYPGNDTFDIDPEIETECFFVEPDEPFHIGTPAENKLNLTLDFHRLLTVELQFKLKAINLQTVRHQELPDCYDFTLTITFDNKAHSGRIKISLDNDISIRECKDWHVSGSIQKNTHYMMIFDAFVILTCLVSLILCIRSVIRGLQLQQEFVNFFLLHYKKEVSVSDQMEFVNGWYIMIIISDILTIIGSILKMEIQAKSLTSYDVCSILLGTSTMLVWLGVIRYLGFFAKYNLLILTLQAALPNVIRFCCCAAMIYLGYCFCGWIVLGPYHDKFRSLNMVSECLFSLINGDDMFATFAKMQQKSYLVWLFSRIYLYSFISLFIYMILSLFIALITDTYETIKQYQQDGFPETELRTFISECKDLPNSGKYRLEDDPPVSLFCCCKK
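Test system – HEK293 line with stable expression of human TRPML3-YFP channel · Control set – carbachol 87 µM final as high control (100%), DMSO as low control (0%) · Signal – Fluo-8 calcium dye fluorescence, ex 470-495, em 515-575 nm · Incubation – 1-h 37 °C dye load, 5-s basal, 120-s post-compound reads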
zfTRPN1 agonist: zebrafish TRPN1 channel agonists, primary screen, cell-based, HEK293, calcium fluorescence | HEK293 zebrafish TRPN1-YFP, Fluo-8 calcium fluorescence; 100% = response to 87 µM carbachol | activation, % at 3 µM | hit rate 0.18% among 220,000;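 active = activation above its plate's cutoff, the mean activation of test wells on that plate plus 3 SD, cut at about 19% in these data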;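 note: 0% = DMSO alone and 100% = 87 µM carbachol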
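Control set: carbachol 87 µM as high control, DMSO as low control; system: HEK293 stable line with zebrafish TRPN1-YFP; read-out: % activation versus carbachol response; detection: intracellular calcium fluorescence with Fluo-8; doses: single test compound dose, 3 µM nominal, 0.3% DMSO; schedule: dye 1 h 37 °C plus 30 min RT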
TNF death inh: inhibitors of TNF-alpha triggered necroptosis, primary screen, cell-based, Jurkat FADD-/-, single concentration. Jurkat FADD-/- TNF necroptosis rescue, ATP luminescence, 24 h; 0 = TNF only, 100 = no-TNF cells. AID 463075, 2010. hit rate 0.068% among 220,000. activation (protection from cell death), % at 10 µM;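 active = activation, meaning protection from cell death, of at least 50% relative to plate controls; inactive = activation below 50%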;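 note: necroptosis triggered by 40 ng/mL TNF-alpha added together with compound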
CHOP inh: inhibitors of CHOP promoter induction, primary screen, cell-based, unfolded protein response, luciferase reporter; CHO-K1 CHOP-promoter luciferase, tunicamycin-induced, 15-18 h; inhibition, % at 10 µM; hit rate 3.8% among 220,000; AID 2732, 2010;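 active = compounds that reduced the stress-induced luciferase reporter signal by more than about 70% of percent inhibition, limit read from the data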;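 note: 0% = tunicamycin plus vehicle and 100% = wells without tunicamycin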
BaF3 tox: parental Ba/F3 cell viability inhibition, counter-screen for JAK2V617F inhibitor project, murine pro-B, CellTiter-Glo luminescence | CellTiter-Glo ATP luminescence | hit rate 1.1% among 220,000 | inhibition, % at 5.6 µM | AID 1486, 2009;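 active = inhibition above a per-campaign cutoff, the mean inhibition of all tested compounds plus 3 SD, cut at about 27% in these data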;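 note: 0% = DMSO wells and 100% = JAK Inhibitor I control wells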
RBBP9 inhibitor: human RBBP9 inhibitors, primary screen, biochemical, fluorescence polarization, FP-Rh probe, HTS; Serine hydrolase RBBP9 (Homo sapiens), O75884; recombinant RBBP9; inhibition, % at 7.94 µM; hit rate 0.2% among 220,000; AID 1515, 2009;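 active = inhibition above the campaign mean of all tested compounds plus 3 SD, cut at about 14% in these data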;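 note: plate controls were DMSO wells with RBBP9 for no effect and wells lacking RBBP9 protein for full effect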
Target sequence (O75884 whole entry, looked up): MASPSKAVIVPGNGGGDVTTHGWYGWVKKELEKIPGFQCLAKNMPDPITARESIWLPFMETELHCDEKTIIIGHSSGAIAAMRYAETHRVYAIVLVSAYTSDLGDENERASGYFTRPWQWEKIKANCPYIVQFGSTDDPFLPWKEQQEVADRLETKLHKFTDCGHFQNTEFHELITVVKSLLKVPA
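System: RBBP9 protein | Quantity: 2.5 µM RBBP9 dispensing solution, before mixing | Reagent: FP-Rh probe, 375 nM dispensing solution | Timing: Enzyme-compound preincubation 30 min, then probe labeling 45 min, 25 °C | Measured by: Fluorescence polarization | Read-out: % inhibition | Replication: One well per compound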
Ba/F3 V617F tox: reduced viability of JAK2V617F-dependent Ba/F3 cells, primary screen, JAK2V617F inhibitor project, cell-based, Ba/F3 EpoR-JAK2V617F, luminescence. ATP luminescence. inhibition, % at 5.6 µM. hit rate 1.1% among 220,000;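 active = inhibition above the campaign mean plus 3 SD over all tested compounds, cut at about 24% in these data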;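 note: cytokine-independent growth of Ba/F3 cells driven by EpoR plus mutant JAK2; 0% = DMSO-treated cells and 100% = JAK inhibitor I control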
Wee1 stabilizer: Wee1 degradation inhibitors, primary screen, cell-based, HeLa, Wee1K328M-luciferase, luminescence | hit rate 1.2% among 220,000 | reporter increase, % at 5 µM | HeLa Luc-Wee1K328M stability; 100% = proteasome inhibitor MG132 effect | AID 1321, 2008;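 active = activation above the mean of all tested compounds plus 3 SD, set per screening run, cut at about 8.8% in these data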;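 note: cells exposed to compound for 20 h before luminescence read; 0% = DMSO alone and 100% = MG132 at 30 µM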
PPC-1+TRAIL kill: compounds killing PPC-1 cancer cells with TRAIL present, primary screen, TRAIL potentiator project, ATPLite luminescence, uHTS | PPC-1 cells + TRAIL, ATPLite viability luminescence | cell killing (% activity), % at 4 µM | hit rate 0.41% among 220,000 | AID 1443, 2008;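 active = cell killing above 50% in the first pass at 4 µM, then a duplicate retest at 5 µM averaging 50% or more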;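 note: plate controls were cells with TRAIL plus DMSO for no effect and medium-only wells lacking cells for full effect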
Active calls of the source: *.

entry	canonical_smiles	RBBP9 inhibitor	zfTRPN1 agonist	BaF3 tox	Wee1 stabilizer	Ba/F3 V617F tox	TNF death inh	CHOP inh	TRPML3 ag	PPC-1+TRAIL kill
1	Cc1ccc(S(=O)(=O)NC(CN2CCOCC2)=NCCNS(=O)(=O)c2ccccc2)cc1	0.7	0.8	3.1	-0.3	-2.2	0.4	19.4	0.5	17.4
2	COc1ccc(NC(=O)CCN2CCN(S(=O)(=O)c3cc(Cl)ccc3Cl)CC2)cc1	0.7	3.2	8.6	-0.1	8.4	1.9	13.4	0.9	16.2
3	COc1ccccc1CNC(=O)CN(C)S(=O)(=O)c1cccc2cccnc12	-10.1	0.9	3.0	-1.1	0.3	0.2	3.5	-0.6	-12.1
4	O=C(O)C(C/C(=N/O)c1ccc(Br)cc1)P(=O)(c1ccccc1)c1ccccc1 (stereo not given)	3.7	2.0	0.9	-0.2	1.1	1.3	-10.4	0.3	12.9
5	CCc1ccc2[nH]c(=O)c(CN(Cc3ccc(F)cc3)C(c3nnnn3CCN3CCOCC3)C(C)C)cc2c1 (stereo not given)	-6.6	-1.1	-0.2	-1.1	-6.5	-1.1	23.5	0.9	-20.4
6	COCCN=c1scc(-c2ccccc2)n1/N=C/c1c[nH]c2ccccc12	0.3	-1.7	2.1	-1.7	-4.8	6.5	72.7*	-0.1	5.0
7	COc1ccccc1-n1c(SCC(=O)O)nc2sc3c(c2c1=O)CCC3	-7.1	-0.7	-1.0	-0.8	0.7	1.2	8.8	-0.6	-14.3
8	Cc1cccc2c(C(=O)N3CCN(C(=O)c4ccco4)CC3)cc(-c3cccc(Br)c3)nc12	-15.4	-1.7	1.9	-2.9	-0.9	0.2	40.5	0.4	25.7
9	O=C(Cn1cc2c(n1)CCCC2)NCCCN1CCN(c2ccccc2F)CC1	-7.7	0.1	1.3	0.3	-1.0	-0.4	5.9	0.4	2.1
10	O=C(c1cn(-c2ccccc2)nc1-c1ccc(F)cc1)N1CCCCC1	-5.5	0.1	7.3	-0.5	1.2	2.0	22.7	0.1	8.9
11	CCOc1ccc(CN(C(=O)c2oc3ccccc3c2C)C2CCS(=O)(=O)C2)cc1 (stereo not given)	-0.6	0.5	3.9	3.6	-1.3	1.9	-16.4	-0.8	15.6
12	COc1ccc(Br)cc1C(=O)Nc1cccc(C)c1	-8.7	-1.9	4.5	1.8	-0.6	3.6	24.7	-1.0	2.0
13	COc1ccc(/C=N/n2cnnc2SCCO)cc1OC	-12.7	1.0	5.5	-2.5	4.0	-0.9	-4.8	0.3	-3.6
14	CC(=O)N1CCN(Cc2nc3cc(NC(=O)C4CCCCC4)ccc3n2C)CC1	-3.5	1.0	4.7	-1.3	0.0	-0.8	-34.4	0.9	16.4
15	C/C(=C\c1ccccc1)CN1CCC(C(=O)N2CCC(C)CC2)CC1	2.0	0.0	8.6	2.2	6.5	-2.3	1.8	0.3	21.6
16	CCn1c(-c2nn(-c3ccc(C)cc3)ccc2=O)n[nH]c1=S	3.0	0.3	4.8	-1.9	-1.6	-0.1	13.1	2.7	1.6
17	O=c1cnnc(N/N=C/c2ccccn2)[nH]1	-3.6	0.5	50.6*	1.8	40.7*	-21.5	58.2	1.0	33.4
18	N/C(=C/C(=O)c1ccccc1O)C(F)(F)F	1.9	2.3	9.9	-3.1	0.0	2.1	3.3	0.8	8.1
19	CCOC(=O)c1ccc(CNC(=O)Cn2nnc(-c3ccc(C)cc3)n2)o1	-3.5	-1.1	-1.0	-2.3	-2.0	0.1	25.0	-0.4	-3.8
20	O=c1c2ccccc2ncn1CCOc1ccccc1[N+](=O)[O-]	5.1	0.3	2.4	0.4	-1.5	3.3	-2.6	0.7	14.6
21	Cc1ccc(-c2nnn(CC(=O)N(c3cnc4ccccc4c3)C(C(=O)NC3CCCC3)c3ccncc3)n2)o1 (stereo not given)	-1.1	1.4	4.1	-0.1	0.6	-0.1	61.9	0.8	15.6
22	CCOc1ccc(-n2c(SCC)nc3c(c2=O)SCC3)cc1	2.6	1.1	4.1	-1.1	-2.7	1.2	55.8	0.0	24.8
23	Cc1cc2cc(C)c(SCC(=O)NCc3ccco3)nc2cc1C	-6.1	-1.5	4.9	-3.8	1.3	0.1	34.0	0.4	13.9
24	C=CCC(c1ccccc1)N(C(C)=O)c1ccco1 (stereo not given)	-7.2	-1.0	8.8	-1.1	1.6	-0.6	2.5	0.0	15.8
25	COc1ccc(OCc2n[nH]c(=S)n2Cc2ccco2)cc1	-0.6	-1.0	6.9	-0.5	2.1	-0.2	3.5	0.5	3.6
26	COC(=O)c1ccc(OCC(O)Cn2nnc3ccccc32)cc1 (stereo not given)	-2.4	1.1	0.4	1.5	-4.2	-1.5	31.5	0.3	38.2
27	COc1ccc(C/C(C)=N/NC(=O)C2COc3ccccc3O2)cc1 (stereo not given)	-7.0	0.5	-0.6	2.6	0.5	1.2	11.2	0.8	27.2
28	COc1ccc(/C=C2\SC(=O)N(CCn3cnnn3)C2=O)cc1	5.2	-0.7	-1.1	0.2	-3.5	0.8	-1.0	0.6	16.5
29	CCC(O)C1CCN(Cc2cn(-c3ccc(OC)cc3)nc2-c2cccc(F)c2)CC1 (stereo not given)	-6.0	2.0	5.9	4.2	2.8	0.8	-7.4	2.5	7.7
30	CN(CC(=O)N1CCN(c2cccc(Cl)c2)CC1)S(=O)(=O)c1cnc[nH]1	-8.4	-0.1	0.6	-2.9	1.8	2.6	-43.3	-0.1	-1.6
31	O=C(Nc1ccc2cn[nH]c2c1)c1ccccc1F	-10.0	3.8	2.8	0.6	-0.8	2.2	-7.7	0.2	15.6
32	CCCSc1cc(Cl)nc(N)n1	-2.3	-0.4	-2.7	0.8	2.1	-3.5	-13.4	-1.3	2.6
33	Cc1ccc(S(=O)(=O)N2CCN(S(=O)(=O)c3ccc(C)cc3)C2)cc1	5.3	-1.5	2.7	-0.6	-2.1	1.6	17.0	1.3	22.6
34	CNC(=O)c1ccccc1S(=O)c1ccccc1COC(C)=O (stereo not given)	-3.5	2.2	-1.9	2.5	-4.8	0.9	10.9	1.7	-1.0
35	COc1ccc(C)cc1S(=O)(=O)Nc1cccc(Cl)c1	-3.8	-1.8	10.3	-0.2	1.7	-1.7	64.8	0.5	7.9
36	O=C(c1cccc(S(=O)(=O)Nc2cccc(C(F)(F)F)c2)c1)N1CCCCC1	-8.2	0.2	1.8	-1.6	-0.6	0.8	-7.6	-0.3	-8.5
37	CCCCC(NS(=O)(=O)c1ccc(C)cc1)C(=O)Oc1ccc2c3c(c(=O)oc2c1)CCC3 (stereo not given)	-7.8	1.9	5.7	-2.6	0.3	0.8	27.4	0.7	-21.3
38	Cc1cc(Nc2n[nH]c(N)c2C#N)ccc1F	2.7	-1.4	7.3	-1.9	3.4	-1.3	0.1	1.1	8.4
39	O=C1CCCc2c1cc(C(=O)O)c(=O)n2-c1ccccc1	-9.2	-1.4	6.0	-1.8	-1.4	0.1	-7.7	0.3	-7.7
40	Cc1cc(-c2nn(-c3ccccc3F)cc2CN2CCN(c3ccccn3)CC2)c(C)s1	-4.8	-1.3	9.8	2.8	3.4	0.2	3.8	0.2	-9.0
41	COc1ccc(C(=O)NCc2ccc(C(=O)NCC(OC)OC)cc2)cc1OC	2.1	0.4	0.6	-0.3	0.7	0.4	-10.5	0.9	2.3
42	O=C(COC(=O)C1=COCCO1)NCCCc1ccccc1	-3.0	1.1	6.0	-0.3	5.5	-0.5	10.0	1.0	29.8
43	CCOc1ccc(S(=O)(=O)Nc2ccccc2C(=O)NCc2ccco2)cc1	-8.7	-0.6	6.7	3.2	5.9	-2.5	-2.7	0.0	7.7
44	CC1(C2CC2)NC(=O)N(CC(=O)Nc2ccccc2-c2ccccc2)C1=O (stereo not given)	-10.9	1.4	3.0	-0.7	-1.1	-0.3	27.7	-0.7	-2.4
45	Nc1nn(S(=O)(=O)c2cccc3nsnc23)cc1-c1ccc(Br)cc1	-3.7	-1.5	3.7	-2.2	3.1	2.2	30.1	-0.7	3.6
46	O=C(Nc1ccc(C2=NCCN2)cc1)c1ccc(C(=O)Nc2ccc(C3=NCCN3)cc2)c(Cl)c1	-4.9	1.4	17.7	-1.2	14.4	-1.7	6.5	0.7	-17.5

Part of the list above, with values under each structure:
Every second line gives: RBBP9 inhibitor, zfTRPN1 agonist, BaF3 tox, Wee1 stabilizer, Ba/F3 V617F tox, TNF death inh, CHOP inh, TRPML3 ag, PPC-1+TRAIL kill
[32] CCCSc1cc(Cl)nc(N)n1
  -2.3, -0.4, -2.7, 0.8, 2.1, -3.5, -13.4, -1.3, 2.6
[33] Cc1ccc(S(=O)(=O)N2CCN(S(=O)(=O)c3ccc(C)cc3)C2)cc1
  5.3, -1.5, 2.7, -0.6, -2.1, 1.6, 17.0, 1.3, 22.6

Screening data: PubChem, several laboratories
